High-throughput results deposited in PubChem BioAssay by several laboratories.
STK33 inh = blocks human STK33 kinase activity; Q9BYT3; purified STK33, MBP phosphorylation, ADP-Glo luminescence; inhibition, % at 10 µM; hit rate 0.073% among 320,000;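 active = inhibition at or above 25%, using the most active replicate where run in duplicate; inactive = inhibition below 25%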
Target sequence (Q9BYT3 whole entry, looked up): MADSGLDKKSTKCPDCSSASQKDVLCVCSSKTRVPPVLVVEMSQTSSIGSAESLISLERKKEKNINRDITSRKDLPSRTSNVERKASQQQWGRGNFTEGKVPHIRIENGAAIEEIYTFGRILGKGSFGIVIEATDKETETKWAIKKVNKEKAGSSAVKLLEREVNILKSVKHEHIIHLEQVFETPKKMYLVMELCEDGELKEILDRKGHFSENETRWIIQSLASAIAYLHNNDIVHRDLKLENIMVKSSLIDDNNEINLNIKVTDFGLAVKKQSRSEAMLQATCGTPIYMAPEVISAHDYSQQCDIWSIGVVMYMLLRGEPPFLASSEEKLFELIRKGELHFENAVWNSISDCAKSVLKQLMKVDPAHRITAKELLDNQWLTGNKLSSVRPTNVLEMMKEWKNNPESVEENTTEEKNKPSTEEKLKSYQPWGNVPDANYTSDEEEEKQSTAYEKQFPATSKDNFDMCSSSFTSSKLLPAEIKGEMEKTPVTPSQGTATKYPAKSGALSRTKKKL
Kir21 block = blocks the mouse Kir2.1 inward-rectifier potassium channel. hit rate 0.85% among 310,000. B-score at 10 µM. P35561. HEK293-Kir2.1, FluxOR thallium flux fluorescence; stronger effect = lower value;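 active = fluorescence ratio B-score at or below minus 3 SD of library scores, with starting-brightness B-score within 2 SD, cut at about -4.2 in these data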;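 also: channel flux triggered by added potassium and thallium sulfate stimulus; B-score of peak minus minimum fluorescence over baseline after thallium stimulus; more negative B-score means stronger Kir2.1 block with less thallium influx; some compounds called inactive have numbers as strong as hits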
Target sequence (P35561 whole entry, looked up): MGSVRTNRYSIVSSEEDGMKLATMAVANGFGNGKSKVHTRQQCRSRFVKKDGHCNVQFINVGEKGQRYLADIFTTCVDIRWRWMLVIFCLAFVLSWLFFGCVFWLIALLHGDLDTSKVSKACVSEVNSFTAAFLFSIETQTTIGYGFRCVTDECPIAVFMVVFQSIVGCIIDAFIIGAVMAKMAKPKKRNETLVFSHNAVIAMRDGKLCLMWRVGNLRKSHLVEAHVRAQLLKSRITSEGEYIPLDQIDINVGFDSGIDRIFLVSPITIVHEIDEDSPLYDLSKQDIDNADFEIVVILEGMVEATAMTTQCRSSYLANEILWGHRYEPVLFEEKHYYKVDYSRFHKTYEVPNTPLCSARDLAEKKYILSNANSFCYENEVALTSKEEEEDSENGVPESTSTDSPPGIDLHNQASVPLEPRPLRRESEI
Active calls of the source: *; · = not tested or not shown. Not a hit list; overall some 0.84% were active at least once.

molecule | STK33 inh | Kir21 block
CC(C)[C@H](NC(=O)c1c(F)cccc1F)C(=O)OCC(=O)NC(=O)NC1CCCC1 | 0.4 | -0.53
CC(=O)c1ccc(S(=O)(=O)N2CCCC(N(C)CCc3ccccc3)C2)cc1 (stereo not drawn) | 0.2 | -1.2
CCOc1ccccc1C(=O)OCC(=O)Nc1ccc(N2CCCCC2)cc1 | -1.5 | 1.3
Cc1cc(OCC(=O)NC2CCN(Cc3ccccc3)CC2)c2c(C)c(C)c(=O)oc2c1 | 0.2 | -1.8
CN(CCOc1ccccc1)C(=O)C1CCC(=O)N(CCc2ccc(Cl)cc2)C1 (stereo not drawn) | 0.8 | -2.2
CCc1ccc(N(CC(=O)NC2CCCC2)C(=O)CCC(=O)Nc2cc(C)on2)cc1 | -1.4 | 0.45
Cc1ccc(CNC(=O)CSc2nc3ccccc3[nH]2)cc1 | -1.2 | -1.1
COc1cc(NC(=O)Cc2ccc(F)cc2)cc(OC)c1OC | -1.5 | -1.4
O=C(Cc1cccc2ccccc12)Nc1cc(Cl)ccc1C(=O)O | -1.2 | 2.8
Cc1c(C(=O)OCCOC(C)C)[nH]c2c1C(=O)CC(C)(C)C2 | -0.2 | -0.76

Sorted by the number under Kir21 block (rising): some entries from above.
molecule | STK33 inh | Kir21 block
CC(=O)c1ccc(S(=O)(=O)N2CCCC(N(C)CCc3ccccc3)C2)cc1 (stereo not drawn) | 0.2 | -1.2
CCOc1ccccc1C(=O)OCC(=O)Nc1ccc(N2CCCCC2)cc1 | -1.5 | 1.3
O=C(Cc1cccc2ccccc12)Nc1cc(Cl)ccc1C(=O)O | -1.2 | 2.8

As entered above:
Under Kir21 block, `CCOc1ccccc1C(=O)OCC(=O)Nc1ccc(N2CCCCC2)cc1` shows 1.3
Under Kir21 block, `Cc1cc(OCC(=O)NC2CCN(Cc3ccccc3)CC2)c2c(C)c(C)c(=O)oc2c1` shows -1.8
Under STK33 inh, `COc1cc(NC(=O)Cc2ccc(F)cc2)cc(OC)c1OC` shows -1.5

The list continues.
molecule | STK33 inh | Kir21 block
CC1(OC(=O)C2CCCC2)C(=O)C=C2C=C(c3ccsc3)N(Cc3ccc4c(c3)OCO4)C=C2C1=O (stereo not drawn) | 2.0 | 2.1
CC(=O)Nc1nnc(CCS(=O)(=O)c2ccc(C)cc2)s1 | 0.4 | 1.5
O=C(NCCc1cccc(C(F)(F)F)c1)C1CCC(=O)N(Cc2ccc(Cl)cc2)C1 (stereo not drawn) | -3.2 | 0.05
Cc1[nH]c2ccccc2c1C(=O)C(=O)NCC1CCCO1 (stereo not drawn) | -1.5 | -0.59
COCCNC(=S)NCc1ccc2[nH]c3c(c2c1)CCCC3 | -1.0 | -1.2
O=C(CSCc1ccc(Br)cc1)Nc1ccc(S(=O)(=O)N2CCCCCC2)cc1 | -0.5 | 0.08
Cc1[nH]c2ccccc2c1SCCNC(=O)c1ccc(S(=O)(=O)N2CCCC2)cc1 | -0.5 | -1.4
CNC(=O)/C(C#N)=C/c1c(N(Cc2ccccc2)Cc2ccccc2)nc2ccccn2c1=O | · | 2.1
CC(C)Nc1oc(Cc2cccc3ccccc23)nc1C#N | -2.1 | 0.45
O=C(Oc1cc2oc(=O)cc(-c3ccccc3)c2cc1Cl)C1CCCCC1 | 0.2 | 0.96

Profiles as entered above.
Cc1c(C(=O)OCCOC(C)C)[nH]c2c1C(=O)CC(C)(C)C2 in the list: STK33 inh = -0.2; Kir21 block = -0.76
CCOc1ccccc1C(=O)OCC(=O)Nc1ccc(N2CCCCC2)cc1 in the list: STK33 inh = -1.5; Kir21 block = 1.3

(further entries)
molecule | STK33 inh | Kir21 block
CC(C(=O)N1CCN(Cc2ccccc2)CC1)n1ncn2cccc2c1=O (stereo not drawn) | 0.2 | 0.01
CCCCc1nc(SCC(=O)N2CCCCC2)c2c(=O)n(C)c(=O)n(C)c2n1 | -0.8 | -0.01
CCOC(=O)C(C)Sc1nc(=O)n2ccccc2n1 (stereo not drawn) | 1.1 | 0.48
CC(=O)c1ccc(S(=O)(=O)Nc2ccc(C(=O)NCC(c3cccs3)N3CCOCC3)cc2)cc1 (stereo not drawn) | -1.7 | -0.2
CCOC(=O)c1sc(S(C)(=O)=O)c2c1CCc1conc1-2 | -1.4 | 0.32
CCC1(C)Cc2ccccc2-c2nc(NCCCO)n(-c3ccccc3)c(=O)c21 (stereo not drawn) | -0.1 | -2.7
COc1cccc(C(=O)N2CCN(C(=O)c3ccc(-c4ccccc4)cc3)CC2)c1OC | -2.6 | -0.85
Cc1cc(Nc2ccccc2)n(CCOC(=O)COc2ccccc2)n1 | 1.1 | -1.5
CCCCn1c(N)c(N(CCOC)C(=O)c2cc(-c3ccccc3Cl)nc3ccccc23)c(=O)[nH]c1=O | · | -0.59
Cc1cccc(C)c1NC(=O)N1CCC(C(=O)c2ccc(F)cc2)CC1 | 0.0 | 1.5
COc1ccc(CCNCC(=O)Nc2ccc(OC(F)F)cc2)cc1 | 0.1 | -2.1
CC(=O)CC(C)(C)S(=O)(=O)c1ccc(Oc2ccc(S(=O)(=O)C(C)(C)CC(C)=O)cc2)cc1 | 0.8 | -0.32
CC(C)C(=O)Nc1ccc2c(c1)C(=O)N(CCC(=O)O)C2=O | -0.1 | -0.23
O=C(NCc1ccco1)C(=O)NCC1OCCN1S(=O)(=O)c1cc(F)ccc1F (stereo not drawn) | -0.9 | 1.4
Cc1ccc(OCCOCCn2cnc3ccccc3c2=O)c([N+](=O)[O-])c1 | -0.8 | -2.7
Cn1cccc1C(=O)NC(=O)CSc1nc2ccccc2s1 | -1.6 | 1.3
O=C(CCc1ccccc1)Nc1nncs1 | -0.3 | 1.9
O=C1CC(c2ccc3c(c2)OCO3)CN1 (stereo not drawn) | 0.8 | 3.2
CCOc1ccc(-c2nc(N)ncc2-c2ccccc2OC)c(O)c1 | 2.7 | -0.73
CCC(C)NC(=O)Cc1cn(C)c2ccccc12 (stereo not drawn) | 0.4 | 1.3

Reformatted with two lines to a compound: entries from further up
Second line of a record – STK33 inh | Kir21 block
Cc1ccc(OCCOCCn2cnc3ccccc3c2=O)c([N+](=O)[O-])c1
  -0.8 | -2.7
Cn1cccc1C(=O)NC(=O)CSc1nc2ccccc2s1
  -1.6 | 1.3

Other records:
molecule | STK33 inh | Kir21 block
Cc1nc(-c2ccc(S(=O)(=O)NCC3CCN(C(=O)OC(C)(C)C)CC3)s2)cs1 | 0.0 | 0.02
O=C(NCCN1CCN(c2cccc(Cl)c2)CC1)c1ccc(CSc2nc3ccncc3[nH]2)cc1 | -1.6 | 0.13
CCOC(=O)c1cnn(-c2cc(Oc3cccc(C)c3)ncn2)c1N | -0.4 | -0.66
CCCCc1nnc(NC(=O)CCSc2ccccc2)s1 | 1.2 | -0.01
CC(C)CCNC(=O)C(c1cccnc1)N(CCc1ccccc1)C(=O)Cn1nnc2ccccc21 (stereo not drawn) | -0.7 | 0.87
COc1ccc(C2(C(F)(F)F)NC(=O)N(C)C(=O)N2C)cc1 (stereo not drawn) | -2.2 | -0.8
COCc1cc(=O)n2[nH]c(-c3ccccc3)cc2n1 | 1.8 | -2.8
CCOc1ccc(C(=O)COC(=O)Cc2n[nH]c(=O)c3ccccc23)cc1 | -0.8 | 0.44
COc1cc2c(C(=O)Nc3ccc4c(c3)OCO4)cn(CC(C)C)c(=O)c2cc1OC | 0.1 | -0.39
COc1ccccc1NC(=O)CCNS(=O)(=O)c1ccc2[nH]c(=O)oc2c1 | -2.1 | 0.04
CC(C)=C1SC(N2CCOCC2)=NC1=O | -0.4 | 2.9
O=S(=O)(c1cccc(C(F)(F)F)c1)N1CCN(c2nnnn2-c2ccccc2)CC1 | -0.7 | 0.79
O=C(Cc1c[nH]c2ccccc12)OCCOC(=O)Cc1c[nH]c2ccccc12 | -1.3 | -8*
Cc1ccsc1/C=N/NC(=O)C1CC(=O)N(c2ccc(F)cc2)C1 (stereo not drawn) | -15 | 1.9
COc1cc(OC)cc(C(=O)N/N=C\c2ccoc2)c1 | -2.2 | 0.35
O=C(Nc1ccccc1)N1CCNCC1 | -1.7 | -1.1
O=C(Cc1ccccc1)N/N=C/c1ccccc1Cl | -1.6 | 0.88
COC(=O)C1=C(Nc2ccccc2NS(=O)(=O)c2ccc(C(F)(F)F)cc2Cl)CSC1 | -1.6 | -0.02
Nc1cccc(S(=O)(=O)NC2=NCCC2)c1 | -1.4 | -0.53
COc1ccccc1N1CCSC1C(N)=O (stereo not drawn) | -1.8 | 1.1
COc1ccc(-n2c(SCC(=O)Nc3ccccc3)nnc2-c2ccc(NS(=O)(=O)c3ccc(C)cc3)cc2)cc1 | -4.8 | 0.07
Cc1ccc(CNc2ccc(N3C(=O)CCCC3=O)cc2[N+](=O)[O-])cc1 | -0.7 | -0.1
Cc1cc(C(=O)N2CCOCC2)n(-c2ccccc2)n1 | -0.9 | 1.8
CCOc1ccc2c(c1)[N+](C)(C)C(C)(C)C=C2C | -0.9 | 0.03
COc1ccccc1NC(=O)C(C)OC(=O)CC1CCCC1 (stereo not drawn) | 0.5 | -0.17
CCOC(=O)C1=C(C)Nc2nc(SC)nn2C1c1ccc(C(=O)OC)cc1 (stereo not drawn) | -0.3 | -1.4
COc1cc(C(=O)Nc2cccc(-c3nnc(-c4ccco4)o3)c2)ccc1OC(C)=O | 7.2 | 0.94
COc1ccc(CNC(=O)C2CCN(C(=O)c3ccc(F)cc3)CC2)cc1OC | -1.6 | ·
O=C(Nc1ccccc1)c1cnc2n(c1=O)CCS2 | -0.6 | 1.7
CC(=O)Nc1ccc(NC(=O)CSc2nnc(-c3ccc4c(c3)OCO4)o2)cc1 | -1.5 | ·
Cc1cc(C(=O)CN2C(=O)CN(C)C2=O)c(C)n1-c1cccc(S(=O)(=O)N2CCOCC2)c1 | -0.2 | 0.85
CCOc1ccc(Nc2cc(C)nc3c(C)cccc23)cc1 | -0.4 | -2
Cc1cc(C(=O)NCCCN2CCCC2=O)cs1 | -1.9 | 1.3
O=C(Cn1cc2c(n1)CCCC2)NCCCN1CCN(C2CCCCC2)CC1 | -0.2 | 1.6
COC(=O)CC1C(=O)NCCN1C(=O)c1ccc([N+](=O)[O-])cc1 (stereo not drawn) | -1.6 | 0.6
NC(=O)c1ccc(NC(=O)COC(=O)c2c3c(nc4ccccc24)/C(=C\c2ccc4c(c2)OCO4)CCC3)cc1 | · | -0.87
COC(=O)CNC(=O)CN1C(=O)N(c2ccc(Cl)cc2)C(N(O)C(=O)Nc2ccc(Cl)cc2)C1(C)C (stereo not drawn) | -1.0 | 0.4
CCc1ccccc1NC(=O)N[C@H](C(=O)O)C(C)C | 0.5 | 0.52
O=C(Nc1nncs1)c1ccc(N2C(=O)C3C4C=CC(C4)C3C2=O)cc1 (stereo not drawn) | -1.7 | 2.4
COc1cccc(C(=O)N/N=C(\CC(C)C)c2ccccc2)c1 | · | 0.22
CC1CN(C(=O)CSc2nnc(-c3ccc(Cl)cc3)n2C)CC(C)O1 (stereo not drawn) | -1.3 | 0.85
CCCCn1c(N)c(N(CC)C(=O)c2cc(S(=O)(=O)N3CCN(CC)CC3)ccc2Cl)c(=O)[nH]c1=O | -5.5 | 0.46
O=C(Nc1cccc(O)c1)c1ccc([N+](=O)[O-])cc1Cl | 1.2 | 0.89
O=C1CSC(c2ccc([N+](=O)[O-])cc2)N1CCN1CCCCC1 (stereo not drawn) | -1.6 | 1.6
Cc1cc(Br)c2[nH]c3c(c2c1)CCCC3=O | -2.3 | -0.38
Cc1cc(C)c(S(=O)(=O)N2CCOCC2)cc1NS(=O)(=O)c1cc(OCC(N)=O)c(C)cc1Cl | -0.1 | 0.35
CCOC(=O)C1C2C=CC3(CN(CCc4ccccc4)C(=O)C13)O2 (stereo not drawn) | -4.0 | 0.77
CC1CCN(Cc2nc(-c3ccccc3)no2)CC1 | -1.9 | -0.76
CCCC[n+]1ccn(C2=C([O-])c3ccccc3C(=O)/C2=N\S(=O)(=O)c2ccc(Cl)cc2)c1 | -0.5 | -0.51
O=C(CSc1ncn[nH]1)c1ccc(OC(F)F)cc1 | -0.6 | -3.8

Next part:
molecule | STK33 inh | Kir21 block
COc1cccc(-n2c(SC)nnc2-c2cnccn2)c1 | 0.3 | 0.99
CCOCCCNC(=O)CN1C(=O)/C(=C/c2ccccc2)Sc2ccccc21 | -2.8 | -0.35
CC(C)NC(=O)c1ccccc1-c1nc(-c2ccccc2Cl)no1 | -2.4 | -1.7
CCOC(=O)c1cccc(NC(=O)C2CCC(CNc3c(N4CCOCC4)c(=O)c3=O)CC2)c1 (stereo not drawn) | 2.3 | -0.12
O=C(C1CN(C(=O)c2cc3cc(Cl)ccc3o2)c2ccccc2O1)N1CCCCC1 (stereo not drawn) | -0.7 | ·
Cc1ccc2nc(-c3ccc(O)cc3)c(Nc3ccc4c(c3)OCCO4)n2c1 | 0.7 | 0.02
Cc1ccccc1N(CC(=O)NCc1ccco1)C(=O)CNS(=O)(=O)c1ccc(F)cc1 | -0.8 | -3.5
Cc1ccc([N+](=O)[O-])cc1Nc1nc(N2CCOCC2)nc(N2CCOCC2)n1 | -2.7 | 1.4
Cc1nn(Cc2ccccc2)c(C)c1NC(=O)CSc1nc(-c2ccccc2)nc2c1cnn2-c1ccccc1 | · | 0.15
C=CCOc1ccc(/C=C/C(=O)OCC(=O)NC2CCCCCCC2)cc1 | -2.1 | 0.9
COc1ccc(C(c2sc3nc(C)nn3c2O)N2CC(C)OC(C)C2)cc1OC (stereo not drawn) | -1.3 | -1.8
COc1ccc(NC(=O)CCCn2c(=S)[nH]c3ccccc3c2=O)cc1 | -1.6 | -0.32
CC1CCN(C(=O)CN(CCc2ccccc2)S(C)(=O)=O)CC1 | -1.3 | 0.49
